Source: PubChem
HepG2 tox: kills HepG2 cells in TGF-b inhibitor counter-screen | 0.76% of 410,000 active | Potency, µM (top dose mostly 46.1 µM), for inactives: at the top dose activity change, negative = cytotoxicity, hits mostly cytotoxic | HepG2 CAGA-GFP viability, ATP luminescence, 18 h | AID 588856; also: potency is read from the fitted curve at half-maximal effect; some results filed as inactive show a strong effect at the top dose
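HepG2 CAGA-GFP cells (1000/well, DMEM with 1% FBS) received compound, then TGF-beta at 500 pg/mL final, and were incubated 18 hours at 37 degrees C. Viability was read by CellTiter-Glo luminescence. Media-only wells were set as complete cell-killing and DMSO as no toxicity.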
KB-3-1 cytotox: kills parental KB-3-1 adenocarcinoma cells; KB-3-1 viability, CellTiter-Glo ATP luminescence, 72 h; Potency, µM (doses to about 46.1 µM), for the others: top-dose activity change, negative = cytotoxic, hits mostly cytotoxic; 1.4% of 400,000 active; also: potency is read from the fitted curve at half-maximal effect; % is scaled to controls: 0 for no effect and ±100 for the full control effect; nearly all actives have a fitted effect of over 60% in size
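Screening of KB-3-1 cells (DMEM, 10% FBS, phenol-red free) ran from lowest to highest compound concentration; after 72 h at 37 °C viability was read luminescently and curves fitted.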
HT1080NT lethal: kills 2HG-producing HT-1080-NT fibrosarcoma cells. HT-1080-NT fibrosarcoma viability, CellTiter-Glo ATP luminescence, 48 h. AID 686970. 1.6% of 360,000 active. Potency, µM (doses to about 46.1 µM), for inactives: at the top dose activity, negative = less viability, most hits filed as cytotoxic;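 also: NT is the 2HG producing partner of a matched IDH1 knockdown line; potency is read from the fitted curve at half-maximal effect; 0% = DMSO-treated cells and -100% = media-only wells without cells; nearly all actives have a fitted effect of over 55% in size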
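HT-1080-NT; 750 cells/well; 5% FBS RPMI; 48 h compound, 37 degrees C; CellTiter-Glo luminescence; curve fitting and curve-class assignment.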
S2 tox: viability counter-screen for ATXN expression inhibitors; S2 cells (HEK-293 line with an ATXN2-luciferase reporter) viability, CellTiter-Fluor protease fluorescence, 24 h; 0.49% of 400,000 active; AID 651635; Potency, µM (titrated, usually from 56.7 µM), usual class: cytotoxic; also: potency is read from the fitted curve at half-maximal effect; nearly all actives have a fitted effect of over 40% in size
IL-1B inflam inh: inhibitors of inflammasome signaling (IL-1 beta secretion). THP-1 LPS/ATP IL-1B secretion, AlphaLISA, 16 h; active compounds read low. activity change, % at 57.5 µM. 4.7% of 360,000 active; in the data active = activity change below about -50%; inconclusive = mostly about -30% to -49%; also: % is scaled to controls: 0 for no effect and ±100 for the full control effect
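Secreted IL-1B measured by AlphaLISA bead assay after 16 h compound exposure of THP-1 cells; compounds (final up to 57.5 uM) added 1 h before LPS (250 ng/mL) and ATP (1.25 mM) stimulation; lower signal means less secretion.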
HT1080 IDH1KD tx: toxicity to HT-1080 IDH1 knockdown cells (counter line); HT-1080 IDH1 knockdown viability, ATP luminescence, 48 h; Potency, µM (top dose mostly 46.1 µM), for the others: at the top dose activity, negative = toxicity, actives largely listed as cytotoxic; 2% of 360,000 active; AID 686971;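 also: potency is read from the fitted curve at half-maximal effect; 0% = DMSO wells and -100% = cell-free medium wells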
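Using the IDH1-knockdown HT-1080 line run in the same batch and compound series as the NT line, viability after 48 h at 37 °C was determined by CellTiter-Glo luminescence and expressed as % activity.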
ATXN2 expr inh: reduces ATXN2 reporter expression in HEK-293 cells; HEK-293 ATXN2-luciferase reporter, luminescence, 24 h; Potency, µM (doses to about 57 µM), for the others: at the top dose activity change, negative = inhibition, most hits filed as inhibitors; 0.72% of 360,000 active; also: potency is read from the fitted curve at half-maximal effect; % is scaled to controls: 0 for no effect and ±100 for the full control effect; nearly all actives have a fitted effect of over 55% in size
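qHTS (up to 57 uM final) was run with 24 h compound exposure of reporter cells at 37 °C. Each well was multiplexed: SteadyGlo luminescence measured ATXN2-luciferase expression after a fluorogenic Gly-Phe-AFC viability readout (25 uM final).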
MCF10A rerep: induces DNA re-replication in MCF 10a normal breast cells. MCF 10A DNA re-replication, Hoechst nuclear intensity, 48 h. Potency, µM (top dose mostly 46.1 µM), without a hit: at the highest dose activity, positive = re-replication, hits mostly activators. 2.9% of 350,000 active. AID 624296; also: potency is read from the fitted curve at half-maximal effect; % of control where 0% means no effect; nearly all actives have a fitted effect of over 50% in size
SW480 rerep: induces DNA re-replication in SW480 colon adenocarcinoma cells; 1.8% of 340,000 active; SW480 DNA re-replication, Hoechst DNA content imaging, 48 h; Potency, µM (doses to about 46.1 µM), for inactives: at the top dose re-replication activation, most hits filed as activators; also: potency is read from the fitted curve at half-maximal effect; % of control where 0% means no effect; nearly all actives have a fitted effect of over 55% in size
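250 cells/well; 23 nL cpd via pin tool; 48 hr, 37 C, 5% CO2; Hoechst 40 min; imager read of total nuclear intensity, ex 405/em 500-530 nm.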
Starred values were filed as active, the others as inactive; i = inactive; ? = inconclusive; . = no result given; [ ] = remark or other dose. Unless noted, calls follow the shape of the dose curve; as a rule, active = well fitted curve in the direction sought with a large enough effect; inconclusive = small, poorly fitted or top-dose-only effect, or another doubt; inactive = no such curve, though single readings can be large; an effect the other way counts as inactive or inconclusive.

nr | SMILES | HepG2 tox | KB-3-1 cytotox | HT1080NT lethal | S2 tox | IL-1B inflam inh | HT1080 IDH1KD tx | ATXN2 expr inh | MCF10A rerep | SW480 rerep
1 | Nc1ccccc1C(=O)O | . | . | . | i | . | . | 9.3% | -1.0% | -3.8%
2 | CC(C)CCn1c(N)c(C(=O)NCc2cccs2)c2nc3ccccc3nc21 | -0.6% | -27.2% | 9.7% | i | ? | 2.0% | ? | 1.46µM* | 5.8µM*
3 | Cc1ccc2cc(C=C(C#N)C#N)c(Cl)nc2c1 | 1.4% | ? | -1.0% | i | -96.4* | -11.8% | -6.7% | 7.31µM* | ?
4 | CCOP(=O)(OCC)C(NC(=O)c1cccc(C)c1)C(Cl)(Cl)Cl (stereo not given) | -17.6% | 1.3% | 11.4% | i | 36.6 | 6.2% | . | 0.6% | 0.1%
5 | CN(C)CCNC(=O)c1cccn(Cc2cc(C(F)(F)F)cc(C(F)(F)F)c2)c1=O | -16.0% | 0.0% | -27.6% | i | ? | -7.2% | -22.3% | ? | ?
6 | CNCCc1c[nH]c2ccc(O)cc12 | -31.2% | ? | 20.1% | i | 39.2 | 9.2% | 0.4% | ? | ?
7 | COC(=O)CN1C(=O)CN=C(c2ccccc2Cl)c2cc(Br)ccc21 | -13.9% | -1.2% | -8.7% | i | 21.1 | 6.3% | 7.3% | 0.0% | -11.0%
8 | O=c1[nH]c(=S)[nH]c(O)c1/C=C1/C=c2ccccc2=N1 | -42.0% | ? | ? | i | -99.3* | ? | -13.6% | ? | ?
9 | O=C(NCCCN1CCOCC1)C(Cl)(Cl)Cl | 6.5% | 1.0% | 6.7% | i | -12.4 | 29.0% | -8.3% | 15.5% | 0.1%
10 | COC(=O)C1=C(c2cc3ccccc3o2)C[C@@H]2CC[C@H]1N2C(=O)NCc1cccc2ccccc12 | -16.9% | ? | -1.2% | i | -15.5 | -13.7% | -4.1% | ? | 13.8%
11 | CCC(=NCCN1CCOCC1)c1c(O)n(-c2ccccc2C)c(=O)[nH]c1=O | -1.0% | 10.8% | 6.7% | i | 21.3 | 2.9% | 6.3% | -4.5% | -6.2%
12 | O=c1[nH]c(=O)n(CCc2ccc(F)cc2)c(O)c1C=NCc1ccc2c(c1)OCO2 | -14.0% | 1.4% | 10.7% | ? | -7.6 | 0.6% | ? | ? | 7.2%
13 | CCOc1cc2c(cc1OCC)-n1cccc1C(c1ccc(F)cc1)NC2 (stereo not given) | -35.1% | -8.9% | -15.6% | i | 0.0 | -7.7% | -24.8% | ? | 4.5%
14 | O=c1[nH]c(=O)n(-c2ccc(Br)cc2)c(O)c1C=NC(CO)(CO)CO | -1.8% | -0.5% | 13.7% | ? | 27.4 | -3.1% | 13.5% | -1.3% | 3.6%
15 | CC1CC2(O)c3nonc3CCC2N1O (stereo not given) | 22.7% | 6.2% | 1.0% | i | -2.5 | 2.9% | -1.4% | 1.1% | -0.4%
16 | N#CC(C#N)=NNc1ccc([N+](=O)[O-])cc1 | -52.1% | 0.0% | 20.6µM* | 14.1µM* | -90.6* | 16.4µM* | 0.0% | 18.4µM* | ?
17 | CCOP(=O)(Oc1ccccc1)c1c([N+](=O)[O-])cc(C(F)(F)F)cc1[N+](=O)[O-] (stereo not given) | -9.0% | 27.2% | -1.5% | i | -3.0 | 13.5% | 7.0% | -2.9% | -1.1%
18 | O=C(CSc1nnc(NC(=O)c2cc(Br)ccc2Cl)s1)NCC1CCCO1 (stereo not given) | -12.4% | 8.6% | 10.2% | i | 7.3 | 2.2% | 3.6% | -0.5% | ?
19 | O=C(/C=C/c1ccccc1)NCCc1cnc[nH]1 | -17.3% | -0.9% | 4.0% | i | 8.4 | -4.9% | 4.4% | ? | 30.3%
20 | Nc1ccc(Br)cc1 | -12.3% | -6.8% | -2.2% | i | -27.1 | -13.7% | ? | 6.7% | 14.8%
21 | CCN(CC)C(=O)c1ccc(NC(=O)Nc2ccccc2F)cc1 | 2.7% | ? | 7.31µM* | ? | -14.6 | 5.17µM* | . | -1.0% | -1.5%
22 | COC(=O)C1=C(c2ccc3ccccc3c2)C[C@@H]2CC[C@H]1N2C(=O)N1CCC(C)CC1 | -19.2% | -17.9% | -1.7% | i | 15.0 | -12.4% | -15.2% | ? | -3.6%
23 | CCOc1ccccc1N1C(=O)CC(=O)NC1=O | 0.1% | 4.5% | 0.3% | i | 4.4 | 1.7% | . | -0.3% | -4.3%
24 | Cc1ncsc1CCCl | . | . | . | i | . | . | 11.9% | -2.7% | -7.6%
25 | c1nc2nc3c(c(N4CCNCC4)n2n1)CCCC3 | -19.0% | 2.0% | -5.9% | i | 0.0 | -2.0% | -2.4% | 0.7% | 3.8%
26 | CN(C)P1(N(C)C)=NC(C(F)(F)F)=NC(C(F)(F)F)=N1 | -0.6% | -5.6% | -0.5% | i | 2.2 | 7.7% | -0.5% | -2.4% | -0.3%
27 | COc1cccc(N2C(=O)NC(=O)C3(Cc4cc(C)ccc4N(C)C3)C2=O)c1 (stereo not given) | -33.4% | -5.4% | 2.3% | i | 1.7 | -11.4% | 5.1% | 1.4% | -6.8%
28 | Nc1cc(C(=O)Nc2ccc(Cl)cc2)ccc1N1CC2CC(C1)c1cccc(=O)n1C2 (stereo not given) | -16.3% | -7.0% | -4.5% | i | -2.4 | -15.0% | -22.3% | -4.1% | 1.5%
29 | COc1cc(OC)c(OC)cc1CNCCc1ccc(OC)c(OC)c1 | 3.2% | 0.0% | 0.7% | i | 14.6 | -18.1% | -10.6% | -16.0% | -2.9%
30 | COC(=O)C1=C(c2ccc(OC)c(OC)c2)C[C@@H]2CC[C@H]1N2C(=O)N1CCCC1 | -12.2% | -5.8% | 24.5% | i | 30.1 | 13.9% | 11.8% | -3.6% | 5.2%
31 | Nc1ccccc1C(=O)OC1CSC1 | 9.2% | -1.7% | -10.5% | i | 31.1 | -0.4%[9.24 µM] | -10.0% | 23.9% | 0.3%
32 | Cn1cc(C(=O)c2ccccc2)c2ccccc21 | -27.2% | -8.4% | -6.3% | i | -15.3 | -0.8% | -22.4% | 15.9% | 0.6%
33 | CC(=O)[C@H]1CCC2C3CC[C@H]4C[C@@H](O)CC[C@]4(C)C3CC[C@@]21C (stereo not given in full) | -2.8% | -17.0% | -5.3% | i | 0.6 | -2.1% | 4.0% | 5.4% | 14.2%
34 | O=C(NCCc1ccccc1)c1ccc(CSc2nc3cccnc3n2Cc2ccc(F)cc2)cc1 | -27.9% | -7.0% | . | ? | . | . | -24.1% | . | .
35 | Cc1cc(C(=O)OCC(=O)Nc2cccc(F)c2)c(C)n1C1CC1 | 0.1% | 9.9% | 0.2% | i | -17.2 | 0.0% | 2.4% | 3.9% | 1.4%
36 | O=C(Nc1ccc2c(c1)OCCO2)c1cccn(Cc2ccccc2)c1=O | -27.3% | ? | . | i | . | . | 29.2% | . | .
37 | CC1(C)COC(Nc2cccc(Cl)c2)=N1 | -8.8% | 11.2% | 12.1% | i | 0.0 | 4.1% | 8.9% | -0.5% | -2.3%
38 | Cc1oc(-c2ccc(F)cc2F)nc1CN1C[C@@H]2C[C@@H](C1)c1cccc(=O)n1C2 | -6.0% | 3.4% | 1.2% | i | 0.9 | 3.6% | -18.4%[11.3 µM] | 0.1% | 5.1%
39 | O=C(/C=C/c1cccs1)c1cc(Cl)ccc1OC(=O)N1CCOCC1 | -17.4% | ? | ? | i | -111.4* | ? | -30.1% | ? | ?
40 | O=C1NC(=S)N(C2CC2)C(=O)/C1=C/c1ccc2c(c1)CCN2CCCCl | -15.8% | 0.0% | -16.4% | i | -78.0* | -10.8% | -17.1% | 11.5% | -1.9%
41 | Cc1cc(C)n2c(Br)c(CN3CC4CC(C3)c3cccc(=O)n3C4)nc2n1 (stereo not given) | 0.5% | 7.1% | 5.7% | i | 7.8 | -0.2% | -0.7% | 17.2% | -19.4%
42 | COc1ccc(N/N=C/c2c(O)n(-c3cccc(C)c3)c(=O)[nH]c2=O)cc1 | -26.3% | ? | 11.6µM* | i | 4.3 | 11.6µM* | -28.8% | ? | 0.2%
43 | CCN(CC)C(=O)Oc1ccc(NC(=O)N2CCOCC2)cc1 | -8.8% | 4.4% | 0.3% | i | -13.8 | -0.2% | . | ? | ?
44 | CC(=O)Nc1ccc(S(=O)(=O)NC(CC(=O)N2CCC3(CC2)OCCO3)C(C)C)cc1 (stereo not given) | 3.8% | 14.7% | 10.5% | i | 0.0 | 8.5% | 2.0% | -6.4% | 9.8%
45 | Cc1ccc(C(=O)C2C(c3ccc(-c4ccccc4[N+](=O)[O-])o3)NC(=O)NC2(O)C(F)(F)F)cc1 (stereo not given) | -11.6% | 13.8% | -20.4% | i | -14.1 | ? | -3.1% | ? | -1.0%
46 | O=c1[nH]c2ccccc2n1C1CCN(Cc2ccc(-c3[nH]c4cc5ncnc5cc4nc3-c3ccccc3)cc2)CC1 | . | ? | ? | ? | 0.0 | ? | ? | . | .
47 | C=CCN1C(=O)NC(=O)/C(=C/c2ccoc2)C1=O | -0.7% | -0.7% | 11.2% | i | 10.8 | 13.0% | 4.0% | 24.5% | 26.3%
48 | CN(C)CCc1nn[nH]n1 | -10.1% | -3.8% | 1.2% | i | 3.7 | 7.3% | 3.7% | 11.6% | -10.0%

Compound profiles (already shown).
C=CCN1C(=O)NC(=O)/C(=C/c2ccoc2)C1=O is listed with HepG2 tox = -0.7%; KB-3-1 cytotox = -0.7%; HT1080NT lethal = 11.2%; S2 tox = i; IL-1B inflam inh = 10.8; HT1080 IDH1KD tx = 13.0%; ATXN2 expr inh = 4.0%; MCF10A rerep = 24.5%; SW480 rerep = 26.3%
O=c1[nH]c2ccccc2n1C1CCN(Cc2ccc(-c3[nH]c4cc5ncnc5cc4nc3-c3ccccc3)cc2)CC1 is listed with HepG2 tox = .; KB-3-1 cytotox = ?; HT1080NT lethal = ?; S2 tox = ?; IL-1B inflam inh = 0.0; HT1080 IDH1KD tx = ?; ATXN2 expr inh = ?; MCF10A rerep = .; SW480 rerep = .

A portion of the library. The share of hits here may be higher or lower than overall.
